# EWS-Fli inh = EWS/Fli-driven NR0B1 reporter inhibitors, primary screen, A673 cells, NR0B1 luciferase, luminescence, MLPCN library; 350,000 tested, 0.67% active; inhibition, % at 12.6 µM; AID 651661, 2012; viability-normalised;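 active = mean inhibition of at least 50% after viability correction, with every replicate also passing that limit; inconclusive = mean reaches 50% but only one of two replicates passes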;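 also: firefly luciferase signal divided by Alamar Blue viability fluorescence both relative to DMSO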
# Xi reactivation = activators of inactive X chromosome reactivation, primary screen, imaging, XiGFP fibroblasts, GFP high-content imaging, set 2; activation, % at 7.58 µM; AID 743238, 2013; 360,000 tested, 0.055% active; XiGFP mouse fibroblasts, % GFP-positive cells imaging, 3 d; cells co-treated with 5-aza-dC sensitizer; scaled so ellipticine positive control = 100%;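 active = mean normalized replicate activation at least 10% and every replicate at or above 10%; inconclusive = only one of the two criteria met; inactive = mean below 10% and not all replicates reach 10%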;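 also: 0% = median of on-plate neutral control wells and 100% = ellipticine 6 µM median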
#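 assay system = SV40-immortalized XiGFP fibroblast cells, line 68-5-11 | buffer or medium = DMEM plus 5-aza-dC sensitizer | doses = single-point pinned compound dosing | times = 3-day compound exposure, then 15 min fixation at room temperature | benchmarks = positive control ellipticine, 6 µM final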
# INS-1E GSIS act = GLuc luminescence reporter in INS-1E cells, primary screen for activators of glucose-dependent secretion of insulin | activation, % at 16.6 µM | INS-1E GLuc reporter insulin secretion, 2-3 h | 370,000 tested, 0.61% active;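 active = lowest replicate activation of at least 40%, so every replicate reaches that level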;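 also: 0% = median of neutral control wells and 100% = median of IBMX positive control wells; some compounds called inactive have numbers as strong as hits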
# ERp5 block = inhibitors of ERp5-driven insulin aggregation, primary screen, biochemical, turbidity, absorbance 650 nm, single point; 350,000 tested, 0.05% active; inhibition, % at 9.99 µM; AID 651711, 2012; 90 min;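 active = mean replicate inhibition above about 25%, with every replicate also reaching it, limit read from the data, passing the limit was not always enough; inconclusive = only one of those two criteria met; inactive = neither criterion met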
# Target sequence (Q15084 whole entry, looked up): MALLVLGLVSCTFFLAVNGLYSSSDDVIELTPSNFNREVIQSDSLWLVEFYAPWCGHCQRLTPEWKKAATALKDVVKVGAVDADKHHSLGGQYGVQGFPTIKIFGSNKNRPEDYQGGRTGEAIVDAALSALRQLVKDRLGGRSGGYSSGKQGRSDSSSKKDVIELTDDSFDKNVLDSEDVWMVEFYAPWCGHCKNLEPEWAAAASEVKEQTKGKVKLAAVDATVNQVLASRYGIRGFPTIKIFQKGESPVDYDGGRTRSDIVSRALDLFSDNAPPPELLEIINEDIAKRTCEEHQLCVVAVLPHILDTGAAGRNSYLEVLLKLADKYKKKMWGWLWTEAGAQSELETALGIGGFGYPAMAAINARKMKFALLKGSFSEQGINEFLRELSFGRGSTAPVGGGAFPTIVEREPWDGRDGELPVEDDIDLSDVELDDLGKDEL
# PAX8 inh HTS = inhibitors of PAX8-driven TPO luciferase reporter, primary screen, RMG-I cells, single concentration; SteadyGlo, 24 h; inhibition, % at 12.6 µM; 360,000 tested, 1.2% active; AID 652154, 2013;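 active = mean replicate inhibition at least 60% with every replicate also reaching 60%; inconclusive = only one of the two criteria is met; inactive = mean below 60% and not all replicates reaching 60%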;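 also: luciferase light reporting Pax8 driven TPO promoter activity; plate controls were median of neutral control wells for no effect and mitoxantrone controls for full effect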
# DENV2 CPE rescue = inhibitors of DENV2 cytopathic effect, primary screen, cell-based, plate reader, single concentration | CPE inhibition, % at 9.99 µM | 350,000 tested, 1.7% active | DENV2-infected cells, cytopathic effect rescue; in the data active = CPE inhibition above about 20%, passing the limit was not always enough; inconclusive = no clear call, values can overlap the other calls; tested in BHK-21 cells;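 also: 0% = median of neutral control wells and 100% = median of positive control wells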
# CFTR F508del cor = F508del CFTR correction, initial screen, CFBE line, single point | CFBE cells, YFP halide quenching; stimulated with forskolin plus potentiator P3; % fluorescence drop versus neutral controls | activity (quench increase), % at 7.58 µM | 350,000 tested, 0.36% active | AID 720511, 2013;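 active = mean added fluorescence quench of at least 8% versus neutral control, with both replicates also reaching 8%; inconclusive = only one of the mean or replicate conditions met; inactive = mean below 8% and not both replicates reaching 8%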;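 also: cells transiently co-express mutant CFTR-F508del with the halide-sensitive YFP; corrector assay measuring rescue of mutant channel to the surface after 24 h compound exposure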
# ARNT TACC3 PPI = disruptors of ARNT/TACC3 protein interaction, primary screen, biochemical, AlphaScreen, single concentration. Transforming acidic coiled-coil-containing protein 3 (Homo sapiens), Q9Y6A5. AlphaScreen His-ARNT PAS-B/GST-TACC3 binding, luminescence; TACC3 fragment carries E629A point mutation. inhibition, % at 9.99 µM. 390,000 tested, 0.66% active. AID 623870, 2012;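 active = mean inhibition of replicates at least 50% and at least half of replicates each reaching 50%; inconclusive = half or more replicates reach 50% but mean below 50%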;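 also: 0% = complete ARNT plus TACC3 wells and 100% = ARNT alone without TACC3; many hits fall short of the cut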
# The depositor's hits bear a star; u = inconclusive; x = not tested or not shown; & = joins results of further samples.
1	O=S(=O)(c1cccc(-c2n[nH]c(=S)n2-c2cccc(C(F)(F)F)c2)c1)N1CCOCC1
2	CSc1cccc(NC(=O)CN(C)S(=O)(=O)c2cnc[nH]2)c1
3	C[C@H]1CN([C@@H](C)CO)C(=O)Cc2cc(NC(=O)C3CC3)ccc2O[C@@H]1CN(C)C(=O)Nc1ccc(C(F)(F)F)cc1
4	c1ccc2[nH]c(-c3cnco3)cc2c1
5	CNC[C@@H]1Oc2c(NS(=O)(=O)c3c(C)noc3C)cccc2C(=O)N([C@H](C)CO)C[C@@H]1C
6	O=C(CCN1CCCCO1)NC1CCCc2c1cnn2-c1ccc(F)cc1F (stereo not drawn)
7	C[C@H](NC(=O)C[C@@H]1C=C[C@@H](NC(=O)C2CCC2)[C@@H](CO)O1)c1ccccc1
8	COc1ccc(Cl)cc1NC(=O)CN(C)C(=O)c1ccc(COc2ccccc2)cc1
9	CC1=C(CCN2CCN(C3CCCC3)C(CCO)C2)C(C)(C)CCC1 (stereo not drawn)
10	CN(C)c1ccc(-c2ccnc3c2CC(C)(C(=O)Nc2ccc(Cl)c(C(F)(F)F)c2)O3)cc1 (stereo not drawn)
Assay by compound,1,2,3,4,5,6,7,8,9,10
INS-1E GSIS act,5,5,2,-6,-3,5,0,-3,-33,x
Xi reactivation,0.1,0.1,0.0,0.0,-0.2,-0.1,-0.1,0.1,0.2,0.0
CFTR F508del cor,-1.4,1.3,-2.6,-0.1,-0.9,-0.6,0.7,0.7,1.1,-7.7
ARNT TACC3 PPI,1,x,-5,3,-6,x,-3,0,-4,x
EWS-Fli inh,11,-14,-1,0,1,1,2,-7,14,-1
PAX8 inh HTS,11,-5,-5,10,x,2,-5,-6,10,7
DENV2 CPE rescue,5,-2,18,4,-1,13,-10,4,8,-1
ERp5 block,8,-2,8,3,-4,5,-4,0,-2,0

11	COCCNC(=O)C[C@@H]1CC[C@@H](NC(=O)NC2CCCC2)[C@@H](CO)O1
12	CCOC(=O)C1=C(C)N(C)C(=O)NC1c1ccc2c(c1)OCO2 (stereo not drawn)
13	COc1cc(O)c2c(=O)c3c(O)ccc(O)c3oc2c1
14	Cc1ccc(-c2ccc3c(c2)O[C@H](CN(C)S(C)(=O)=O)[C@@H](C)CN([C@@H](C)CO)S3(=O)=O)cc1
15	O=C(c1cc2cc(Cl)ccc2[nH]1)N1CCN(Cc2ccc3c(c2)OCO3)CC1
16	CCOC(=O)c1cc(-c2ccc(C)cc2)nc2nc(SC)[nH]c(=O)c12
17	Cc1ccc(S(=O)(=O)Nc2cc(=O)[nH]c(SCC(=O)Nc3cccc(C(F)(F)F)c3)n2)cc1
18	COc1ccc(S(=O)(=O)N(C)C[C@@H]2Oc3c(NC(=O)Nc4ccc5c(c4)OCO5)cccc3C(=O)N([C@H](C)CO)C[C@H]2C)cc1
19	O=[N+]([O-])c1cccc(C=Nc2cc3c(cc2Br)OCCO3)c1
20	OC[C@@H]1CN(CCN2CCOCC2)C[C@H](n2cnc3c(NC4CC4)ncnc32)O1
Assay by compound,11,12,13,14,15,16,17,18,19,20
INS-1E GSIS act,3,27,x,-19,-37,46,-6,0,-1,27
Xi reactivation,0.3,-0.1,x,0.4,0.1,0.1,0.0,0.3,0.3,0.0
CFTR F508del cor,0.0,-1.5,-0.4,1.1,4.7,x,2.4,-1.2,x,-2.2
ARNT TACC3 PPI,-6,-14,6,1,7,-3,-4,2,0,x
EWS-Fli inh,-3,8,4,7,-7,x,14,-8,5,-5
PAX8 inh HTS,12,-6,x,x,23,-33,3,x,1,-10
DENV2 CPE rescue,-7,-2,-1,14,7,x,-2,-3,44*,u
ERp5 block,-4,0,4,2,8,x,6,-5,8,0

21	COCC(=O)Nc1ccc2c(c1)C(=O)N(C)C[C@H](OC)[C@H](C)CN(Cc1cncnc1)[C@H](C)CO2
22	COc1ccc(OCC#CCn2ccnc2)cc1
23	Cc1noc(C)c1-c1ccc2nc[nH]c(=O)c2c1
24	COc1ccc(S(=O)(=O)Nc2ccc3c(c2)C(=O)N([C@H](C)CO)C[C@H](C)[C@H](CN(C)C(=O)Nc2ccc(F)cc2)O3)cc1
25	C[C@@H]1CCCCO[C@H](CN(C)C(=O)NC2CCCCC2)[C@H](C)CN([C@@H](C)CO)C(=O)c2cc(NC(=O)Nc3ccc(C(F)(F)F)cc3)ccc2O1
26	COC(=O)c1ccc(CSC(=N)N)o1
27	CCCNC(=O)C[C@@H]1CC[C@@H]2[C@H](COC[C@H](O)CN2C(=O)CC)O1
28	CN(CC(=O)Nc1cccc(F)c1)C(=O)c1sc2ccccc2c1Cl
29	O=c1cc(N2CCCC2)c(-c2ccccc2)n[nH]1
30	Cc1ccc(N2C(=O)C3ON(c4ccccc4)C(CC(C)C)C3C2=O)cc1 (stereo not drawn)
Assay by compound,21,22,23,24,25,26,27,28,29,30
INS-1E GSIS act,3,6,-6,-2,0,7,2,x,16,3
Xi reactivation,0.2,0.0,-0.1,-1.2,0.1,-0.1,0.3,0.4,0.0,0.5
CFTR F508del cor,1.3,-2.2,3.1,0.3,2.7,3.1,2.0,0.6,0.3,-0.8
ARNT TACC3 PPI,-8,x,0,-24,-2,-8,2,2,2,2
EWS-Fli inh,5,6,-2,1,3,5,x,-37,-5,-5
PAX8 inh HTS,x,7,5,0,71*,-7,x,-27,-9,-27
DENV2 CPE rescue,2,4,0,-1,64*,x,-4,-2,x,-2
ERp5 block,-3,0,4,-4,1,6,0,3,1,1

31	Cc1c(N/C(=N/S(=O)(=O)c2ccccc2)c2ccc(Cl)cc2)c(=O)n(-c2ccccc2)n1C
32	CC(C)n1cnc2c(NCc3ccccc3)cc(Cc3ccc(F)cc3)cc21
33	COc1cccc(OCCNC(=O)c2cc(OC)c(OC)c(OC)c2)c1
34	COc1cc(NC(=O)C2CCCN(c3ncnc4c3nc3n4CCCCC3)C2)cc(OC)c1OC (stereo not drawn)
35	CCc1sc(N2[C@@H](C#N)[C@@H](c3ccccc3-c3cccc(C)c3)[C@@H]2CO)nc1C
36	COc1ccc(/C=N/N(C)C2=NS(=O)(=O)c3ccccc32)cc1OC
37	CCC1Sc2ccccc2N(CC(=O)NC2CCCCC2)C1=O (stereo not drawn)
38	COc1ccc(NC(=S)N2CCc3cc(OC)c(OC)cc3C2)cc1
39	CCCCNC(=O)c1nc(C2CCN(S(=O)(=O)c3c(F)cccc3F)CC2)oc1-c1cccc(C(F)(F)F)c1
40	Cc1noc(C)c1NC(=O)N(C)C[C@H]1OCCCC[C@@H](C)Oc2ccc(NS(=O)(=O)c3ccccc3)cc2C(=O)N([C@H](C)CO)C[C@@H]1C
Assay by compound,31,32,33,34,35,36,37,38,39,40
INS-1E GSIS act,5,-50,-8,14,-2,5,-14,-19,3,-1&2
Xi reactivation,0.0,0.1,0.3,0.0,0.0,0.1,0.0,0.1,x,0.1
CFTR F508del cor,x,2.2,-1.9,0.0,1.0,2.3,-1.7,-0.8,-3.4,0.5&0.7
ARNT TACC3 PPI,-1,x,-11,-3,x,3,2,8,x,-11
EWS-Fli inh,x,13,-1,4,-1,-4,5,4,4,10&-14
PAX8 inh HTS,4,16,1,16,-13,23,-1,6,3,-3&-17
DENV2 CPE rescue,x,x,2,0,-12,u,-4,-3,-3,u
ERp5 block,x,5,-7,-1,-1,2,6,0,4,-4&0

# Compounds above with a CF3 group:
1	O=S(=O)(c1cccc(-c2n[nH]c(=S)n2-c2cccc(C(F)(F)F)c2)c1)N1CCOCC1
3	C[C@H]1CN([C@@H](C)CO)C(=O)Cc2cc(NC(=O)C3CC3)ccc2O[C@@H]1CN(C)C(=O)Nc1ccc(C(F)(F)F)cc1
10	CN(C)c1ccc(-c2ccnc3c2CC(C)(C(=O)Nc2ccc(Cl)c(C(F)(F)F)c2)O3)cc1 (stereo not drawn)
17	Cc1ccc(S(=O)(=O)Nc2cc(=O)[nH]c(SCC(=O)Nc3cccc(C(F)(F)F)c3)n2)cc1
25	C[C@@H]1CCCCO[C@H](CN(C)C(=O)NC2CCCCC2)[C@H](C)CN([C@@H](C)CO)C(=O)c2cc(NC(=O)Nc3ccc(C(F)(F)F)cc3)ccc2O1
39	CCCCNC(=O)c1nc(C2CCN(S(=O)(=O)c3c(F)cccc3F)CC2)oc1-c1cccc(C(F)(F)F)c1
Assay by compound,1,3,10,17,25,39
INS-1E GSIS act,5,2,x,-6,0,3
Xi reactivation,0.1,0.0,0.0,0.0,0.1,x
CFTR F508del cor,-1.4,-2.6,-7.7,2.4,2.7,-3.4
ARNT TACC3 PPI,1,-5,x,-4,-2,x
EWS-Fli inh,11,-1,-1,14,3,4
PAX8 inh HTS,11,-5,7,3,71*,3
DENV2 CPE rescue,5,18,-1,-2,64*,-3
ERp5 block,8,8,0,6,1,4

# The results go on.
41	COc1ccccc1-c1nc(C#N)c(N2CC(C)CC(C)C2)o1 (stereo not drawn)
42	C[C@@H]1CNC(=O)c2c(C(=O)Nc3ccc(CNC(=O)OC(C)(C)C)cc3)ncn21
43	COc1ccc(S(=O)(=O)N2CCCCC2)cc1N(C)S(=O)(=O)c1ccccc1
44	O=C(CCN1C(=O)S/C(=C\c2cccs2)C1=O)Nc1nccs1
45	C[C@@H]1CN([C@H](C)CO)C(=O)c2ccccc2-c2ccccc2CO[C@@H]1CN(C)C(=O)Nc1cccc(F)c1
46	COc1ccc(-n2ncc3c(N4CCC(C)CC4)ncnc32)cc1
47	C[C@H]1CCCCO[C@H](CN(C)C(=O)C2CCCCC2)[C@@H](C)CN([C@@H](C)CO)C(=O)c2cc(NC(=O)CCCN(C)C)ccc2O1
48	C[C@@H]1CN([C@@H](C)CO)C(=O)c2cc(/C=C/c3ccccc3)cnc2O[C@@H]1CN(C)C(=O)c1ccc(F)cc1
49	COc1cccc(C(C)(O)c2nc(-c3ccc(OC)nc3)cs2)c1 (stereo not drawn)
50	CC(=O)N(CC(=O)O)c1ccccc1
51	CN1CCOc2c1cnn(CCO)c2=O
52	COCC(=O)N1CCCCN2[C@H](CO)[C@@H](c3ccc(-c4ccc(C)cc4)cc3)[C@H]2C1
Assay by compound,41,42,43,44,45,46,47,48,49,50,51,52
INS-1E GSIS act,-18,5,-11,3,-1,12,3,-23,-9,9,14,24
Xi reactivation,-0.1,0.3,-0.1,-0.1,-1.2,0.0,-1.0,-0.1,0.1,-0.1,0.0,0.4
CFTR F508del cor,2.1,2.1,0.1,0.8,0.6,-1.5,2.4,-1.0,-0.8,x,0.8,1.4
ARNT TACC3 PPI,-3,x,1,-4,-3,-5,-2,1,x,-5,x,-4
EWS-Fli inh,0,21,-1,-6,1,48,-3,-4,-1,-3,-5,-9
PAX8 inh HTS,8,29,5,4,x,-20,-7,x,-6,-8,19,-16
DENV2 CPE rescue,-8,u,-2,2,-10,0,-1,14,0,3,8,12
ERp5 block,3,3,3,-1,1,6,x,0,7,-3,-4,-9

# Screening data: PubChem BioAssay, Broad Institute
